# KCNH2 WT inh – KCNH2 (human, wildtype) channel inhibition. U2OS, BacMam KCNH2, thallium flux FluxOr; hits give low values. activity change, % at 1.84 µM. 340,000 compounds, 0.37% hits. AID 720551;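 active = maximum activity change below -70%; inconclusive = maximum activity change between -70% and -50%; inactive = maximum activity change above -50%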; also: % is scaled to controls: 0 for no effect and ±100 for the full control effect
#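 U2OS cells were transduced with wild-type KCNH2 virus (2.03 x 10^8 / mL) for 4 h at room temperature, then cultured overnight at 37 C. Thallium flux was read with FluxOr dye. Rate constants were normalized to DMSO controls.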
# TSHR antagonist – human thyrotropin receptor antagonism | 330,000 compounds, 0.2% hits | AID 504810 | P16473 | activity change, negative = inhibition, % at 11.5 µM | TSHR-expressing cells, TSH-stimulated cAMP HTRF, 2 h; hits give low values;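 active = activity change below a set negative limit, meaning inhibition stronger than a set level, cut at about -70% in these data; inconclusive = activity change between two set negative limits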; also: % is scaled to controls: 0 for no effect and ±100 for the full control effect
#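 Read-out is FRET at 665 nm (cryptate excitation 337 nm) from a cryptate-tagged anti-cAMP antibody, competed by cell cAMP against cAMP-d2. Compounds are tested on freshly harvested TSHR cells challenged with 4nM TSH (EC80) for 2 hours at 37 deg C.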
# Eya2 inh – blocks the phosphatase activity of human Eya2 | O00167 | recombinant Eya2, OMFP fluorescence dephosphorylation (OMFP is methylfluorescein phosphate) | Potency, µM (titrated, usually from 76.9 µM), inactives show at the highest dose activity, negative = inhibition, hits mostly inhibitors | 330,000 compounds, 0.006% hits; also: potency is read from the fitted curve at half-maximal effect; % is scaled to controls: 0 for no effect and ±100 for the full control effect
# Target sequence (O00167 whole entry, looked up): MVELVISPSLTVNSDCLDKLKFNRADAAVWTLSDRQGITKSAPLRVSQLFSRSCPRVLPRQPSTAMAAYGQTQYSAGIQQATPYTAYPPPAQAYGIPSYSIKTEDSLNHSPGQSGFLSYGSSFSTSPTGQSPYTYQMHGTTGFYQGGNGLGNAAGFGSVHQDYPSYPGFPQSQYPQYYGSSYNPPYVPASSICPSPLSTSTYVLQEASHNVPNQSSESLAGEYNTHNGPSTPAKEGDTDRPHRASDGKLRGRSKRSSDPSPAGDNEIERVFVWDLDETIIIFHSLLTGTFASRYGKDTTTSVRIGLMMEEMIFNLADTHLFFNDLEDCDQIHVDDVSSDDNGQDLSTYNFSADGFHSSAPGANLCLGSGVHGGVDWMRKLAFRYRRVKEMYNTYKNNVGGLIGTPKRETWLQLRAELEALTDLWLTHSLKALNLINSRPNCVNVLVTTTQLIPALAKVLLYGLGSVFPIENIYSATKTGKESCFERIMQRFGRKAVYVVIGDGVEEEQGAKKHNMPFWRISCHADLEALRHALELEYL
#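 Eya2 protein (added as 0.2 uM solution) was preincubated with compound for 10 min at ambient temperature in 50 mM HEPES pH 7.5, 50 mM NaCl, 5 uM MgCl2, 0.05% BSA, 1 mM DTT. OMFP (added at 50 uM) then reacted 10 min; fluorescence read at 485/525 nm.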
# KCNH2 3.1 block – KCNH2 3.1 (human) potassium channel inhibition. U2OS KCNH2 3.1, thallium flux FluxOr; hits give low values. activity change, % (tested at about 1.8 µM). 340,000 compounds, 0.95% hits. AID 720553;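 active = maximum activity change below -70%; inconclusive = maximum activity change from -70% to -50%; inactive = maximum activity change above -50%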;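 also: thallium influx rate constant from kinetic fluorescence after stimulation buffer; % is scaled to controls: 0 for no effect and ±100 for the full control effect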
#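 U2OS cells transduced with KCNH2 3.1 mutant virus (1.77 x 10^8 /mL, 4 h), plated overnight at 37 C, loaded 45 min with FluxOr dye plus Red40 quencher. Thallium flux rate constant from kinetic reads after stimulation buffer, normalised to controls.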
# TCR act – activates T cell receptor signaling; Potency, µM (top dose mostly 9.22 µM), for inactives: at the highest dose activation of IL-2 secretion, hits mostly activators; 330,000 tested, under 10 active; AID 504894; primary human leukocytes, anti-CD3, IL-2 HTRF, 48 h; also: % of control where 0% means no effect
#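 Primary human leukocytes were stimulated with a-CD3 beads plus compounds for 48 hr without co-stimulation; secreted IL-2 was quantified by HTRF using a-IL-2-K (europium cryptate) and a-IL-2-d2, excited at 320nm with acceptor emission read at 665nm.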
# USP2a block – blocks human ubiquitin-specific protease USP2a | Potency, µM (highest dose often 38.3 µM), for inactives: top-dose activity change, negative = inhibition, usual class: inhibitors | USP2 core, Ub-CHOP2 coupled fluorogenic reporter, 485/531 | 330,000 compounds, 0.01% hits | O75604;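 also: potency is read from the fitted curve at half-maximal effect; plate controls were DMSO wells for no effect and full inhibition by NEM control for full effect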
#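 Deubiquitinase activity read as fluorescence (485/531 nm) after Ub-CHOP2 cleavage activates the enterokinase reporter on its substrate; USP2 core 10nM, Ub-CHOP2 and substrate 25nM each, 30min compound preincubation then 60min RT; data normalized to NEM, curves fitted.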
# Mito fusion act – inhibitors of mitochondrial division or activators of mitochondrial fusion | S. cerevisiae fusion-defective mutant growth rescue, CellTiterGlo 48 h | Potency, µM (series often up to 46.1 µM), for the others: top-dose growth rescue (activation), usual class: activators | 320,000 compounds, 0.23% hits | AID 485298;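 also: potency is read from the fitted curve at half-maximal effect; % of control where 0% means no effect; nearly all actives have a fitted effect of over 45% in size; temperature-sensitive fusion mutants such as fzo1-1 at 37 °C on non-fermentable ethanol glycerol medium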
#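 Read-out: ATP-based luminescence (CellTiterGlo, 10 min ambient) reporting growth of fusion-defective ts yeast after 48 hours at 37C on glycerol/ethanol YPEG medium in the presence of compound.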
# TRPV1 agonist – human TRPV1 agonism | activation, % at 8.33 µM | 320,000 compounds, 0.19% hits | TRPV1-expressing cells, Fluo-8 calcium influx, agonist mode; in the data active = activation above about 80%; inconclusive = between about 30% and that limit; also: 0% is about no effect
#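 TRPV1-expressing cells were cultured overnight at 35.5C and loaded with Fluo-8 calcium dye for 40 to 90 min at room temperature. After a 10 s baseline, compound was added and calcium influx was read kinetically for 3 min (ex 480/em 520 nm).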
# AT treatment – potential ataxia-telangiectasia treatment. […] A-T fibroblasts, KAP-1 phosphorylation AlphaLISA; neocarzinostatin DNA damage 30 min before lysis. Potency, µM (doses to about 57.5 µM), inactives show at the highest dose activation, usual class: activators. 320,000 compounds, 0.19% hits; also: potency is read from the fitted curve at half-maximal effect; % of control where 0% means no effect; nearly all actives have a fitted effect of over 45% in size
#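 hTERT-immortalized A-T patient fibroblasts ([…]), 500 cells/well in OPTI-MEM, 1% FBS, got compounds for 60 min, then NCS for 30 min at 37C. Lysates were then assayed for phospho-KAP-1 by AlphaLISA (anti-pKAP1 donor, anti-KAP1 acceptor beads), 6 hr at 25C.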
# ELG1 repair inh – inhibitors of ELG1-dependent DNA repair in HEK293T cells; HEK293T ELG1-luciferase reporter, luminescence, 16 h; DNA damage induced by 5-fluorouridine; Potency, µM (titrated, usually from 46.1 µM), for inactives: at the top dose activity change, negative = inhibition, actives largely listed as inhibitors; 330,000 compounds, 2.3% hits; AID 504467; also: potency is read from the fitted curve at half-maximal effect; % is scaled to controls: 0 for no effect and ±100 for the full control effect; nearly all actives have a fitted effect of over 55% in size
#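 Cells (2,000 per well) received 5-fluorouridine plus test compound or DMSO and were incubated 16 hr at 37 °C, 5% CO2. Luciferase activity was read by luminescence 30 min after ONE-Glo addition; signal suppression marked inhibition of damage-induced ELG1 function.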
# * hit, by the source's call; ? = inconclusive; nt = no result given; [ ] = another dose, or the depositor's remark. Unless noted, calls follow the shape of the dose curve; as a rule, active = well fitted curve in the direction sought with a large enough effect; inconclusive = small, poorly fitted or top-dose-only effect, or another doubt; inactive = no such curve, though single readings can be large; an effect the other way counts as inactive or inconclusive.
SMILES,KCNH2 WT inh,TSHR antagonist,Eya2 inh,KCNH2 3.1 block,TCR act,USP2a block,Mito fusion act,TRPV1 agonist,AT treatment,ELG1 repair inh
Cc1cccc(C)c1N(CC(=O)N1CCOCC1)S(C)(=O)=O,5,-8,?,-22,-1%,0%,-1%,-1,2%,0%
CC(=O)NC(c1ccc(C)cc1)c1cc(Cl)c2cccnc2c1O (configuration not stated),4,6,-2%,1,7%,0%,3%,0,-6%,?
NC(=O)COC(=O)c1ccc(Cl)c(S(=O)(=O)N2CCCCCC2)c1,-6,-9,-5%,-2,2%,-1%,-3%,17,4%,?
COC(=O)c1cc(S(=O)(=O)NCc2ccc3c(c2)OCO3)c[nH]1,31,-2,-1%,-7,5%,2%,-1%,-4,4%,9%
COc1cccc(CNS(=O)(=O)c2cn(C)cn2)c1,-20,19,-1%,-8,-6%,10%,0%,-12,-7%,8%
O=C(N=Nc1c(O)[nH]c2ccccc12)c1cc(-c2cccs2)[nH]n1,7,-4,-12%,2,-3%,5%,4%,-1,-11%,?
COc1cccc(Cn2cnc3c(NS(=O)(=O)c4cccc(Cl)c4Cl)c(C)c(C)cc32)c1,1,5,-38%,-1,nt,-9%,?,0,-2%,-18%
COC(=O)C(Cc1ccccc1)P(=O)(c1ccccc1)c1ccccc1 (configuration not stated),-12,8,-15%,7,-4%[46.1 µM],3%,24%,4,5%,0%
COCCN1C(=O)Cc2c1nc(N)c1c(N)nc(N3CCN(c4ccc(F)cc4)CC3)c(C#N)c21,-24,-14,-12%,16,6%,-1%,-2%,-3,-3%,5%
O=C(CCN1CCCCCC1)Nc1cccc(Cl)c1,86,-8,-5%,-18,-2%,1%,-1%,1,1%,7%
O=C(COc1ccc(C(=S)N2CCC(Cc3ccccc3)CC2)cc1)N1CCOCC1,-1,-2,2%,-28,9%,0%,4%,17,-3%,5%
Cc1cc(NS(=O)(=O)c2ccc(NS(=O)(=O)c3ccc(CC(C)C)cc3)cc2)nc(C)n1,-4,4,3%,-2,nt,0%,5%,0,0%,4%
Cc1cccc(OCC(O)Cn2c(=N)n(Cc3ccccc3)c3ccccc32)c1 (configuration not stated),4,1,-4%,-5,3%,-1%,-2%,3,-5%,?
COc1ccc(CN(C)c2ccc(S(=O)(=O)N3CCN(C)CC3)cc2[N+](=O)[O-])cc1OC,-16,-46,11%,-7,2%,0%,-5%,2,-8%,3%
Cc1ccc(N=C2S/C(=C\c3cn(CC(=O)O)c4ccccc34)C(=O)N2C)cc1,-4,-2,-7%,6,1%[46.1 µM],1%,nt,-1,-4%,?
O=C(OCC(=O)N1CCN(c2ccccc2)CC1)c1ncc(Cl)c(Cl)c1Cl,-2,-4,-4%,-30,-4%,1%,-9%,3,4%,3%
CCN(CC)S(=O)(=O)c1ccc(C)c(NC(=S)N2CCN(C/C=C/c3ccccc3)CC2)c1,9,-14,1%,-1,-7%,-7%,2%,0,-1%,12µM*
Cc1ccccc1-c1nc(S(=O)(=O)c2ccc(Br)cc2)c(NCc2cccnc2)o1,-26,-7,6%,-21,-9%,-2%,13%,0,4%,?
O=C(NOCc1ccccc1)c1ccc(Cl)cc1Cl,12,-8,-2%,19,1%,0%,3%,9,8%,?
COC(=O)/C=C/C(=O)Nc1cccnc1,-2,4,-12%,4,-2%,0%,-2%,1,-5%,14%
Cc1cccc(CCNS(=O)(=O)c2ccc3c(c2)CCN3C(=O)CCC(=O)O)c1,-6,-3,-1%,-13,14%,3%,1%,0,5%,3%
CCN(Cc1ccccc1)C(=O)c1cc2c(OC)c(OC)c(OC)cc2[nH]1,5,3,-5%,4,-3%,-1%,-11%,?,9%,?
COc1ccc(-n2c(COc3cccc4ccccc34)nnc2SCC#N)cc1,-12,-15,-2%,-4,-1%[46.1 µM],-2%,5%,0,4%,?
CC(C)c1ccccc1NC(=O)CN1C(=O)c2ccccc2C1=O,2,2,11%,-1,-2%,2%,0%,-3,-3%,-9%
CC(C)OC(=O)COc1cc(O)c2c(=O)cc(-c3ccccc3)oc2c1,1,0,6%,-25,1%,-1%,0%,18,-6%,-13%
Cc1ccc(-c2c3c(=O)n(C)c(=O)n(C)c3cn2-n2cnnc2)cc1,-4,10,5%,-12,-3%,0%,2%,-3,-4%,4%
O=C1CSCC(=O)N1c1ncc(C(F)(F)F)cc1Cl,-3,-8,-9%,9,-6%,3%,-2%,-3,-8%,-1%
Cc1ccc(CNC(=O)c2ccc3c(=O)n(CC4CCCO4)c(=S)[nH]c3c2)cc1 (configuration not stated),-2,nt,nt,-14,-4%,nt,-1%,2,nt,nt
COc1ccc(N(CC(=O)Nc2ccc(S(=O)(=O)N3CCCCC3)cc2)S(C)(=O)=O)cc1OC,7,-2,3%,-9,-2%,-8%,-1%,-2,-1%,-8%
C#Cc1ccc([C@H]2C=C(C(=O)N3CCOCC3)O[C@@H](OCc3ccc(CO)cc3)C2)cc1,1,-5,6%,56,-1%,1%,1%,3,-6%,-8%
Cc1c(C(=O)Nc2c(C)n(C)n(-c3ccccc3)c2=O)oc2ccccc12,-6,-4,-27%,1,7%,2%,2%,3,-1%,-3%
COc1ccccc1N1CCN(C(=O)c2ccc(CSc3ccccc3)cc2)CC1,10,1,-29%,-1,-6%[46.1 µM],-2%,?,1,3%,23µM*
CCN1C(=O)/C(=c2\o/c(=C3\C=Cc4ccccc4N3CC)c(=O)n2CC)SC1=S,11,1,0%,-6,nt,2%,-2%,-1,15%,-9%
Cc1ccc(S(=O)(=O)N2CC(O)C[C@H]2C(=O)OCC(=O)c2ccccc2)cc1 (some centres not stated),0,3,-3%,-4,-4%[46.1 µM],1%,0%,0,-4%,1%
CCOC(=O)c1cc(-c2ccccc2)n(CCC(=O)N2CCN(c3ccccc3OC)CC2)c1C,-3,19,-4%,8,-4%[46.1 µM],-11%,28%,29,0%,?
COC(=O)c1ccc(CN2CCCC(CO)(Cc3ccccc3F)C2)cc1 (configuration not stated),9,3,-15%,-3,4%,2%,-1%,-1,4%,-1%
COc1cc(OC)cc(C(C)=O)c1,-18,-6,7%,4,2%,3%,-1%,-1,0%,28%
Cc1ccc(C(=O)N/C(=C\c2ccccc2F)c2nc(=S)[nH][nH]2)cc1,-1,-8,-14%,-28,-5%,5%,3%,0,4%,?
O=S(=O)(c1ccc(S(=O)(=O)N2CCCC3(CCCCC3)C2)cc1)N1CCCCC1,17,0,12%,-13,nt,3%,0%,0,-1%,16%
CC(=O)Nc1sc(N/N=C/c2ccccc2)nc1-c1ccc(C)cc1,1,-8,-2%,-7,2%,-1%,-5%,4,1%,?
CC(=O)c1ccc(NC(=O)Cn2cnc(S(=O)(=O)N3CCC(C)CC3)c2)cc1,-2,11,0%,-4,5%,1%,1%,0,-2%,6%
CCOc1cc(C2NC(=O)CCC2[N+](=O)[O-])cc(Br)c1OC (configuration not stated),3,-10,-9%,4,-2%,-1%,-9%,2,-7%,-4%
O=C(Nc1ccc2c(c1)OCO2)C1CC(=O)N(c2ccc(F)cc2)C1 (configuration not stated),-2,3,9%,1,0%,-1%,5%,?,-2%,0%
COc1ccc(C2CC(=O)Nc3cc(C)c(C)cc32)c(OC)c1OC (configuration not stated),-1,11,-1%,-7,3%,2%,3%,?,nt,?
CCOc1ccc(N(CC(=O)NCCc2ccccc2)C(=O)c2csnn2)cc1,-1,25,-2%,-18,-5%,3%,-5%,-10,13%,26%
Cc1ccc(NC(=O)COC(=O)C2CCC2)cc1S(=O)(=O)N1CCCCC1,-8,6,9%,1,0%,3%,-4%,2,7%,3%
CCC1C(C#N)=C(SCC(N)=O)NC2=C1C(=O)CC(C)(C)C2 (configuration not stated),-2,-8,-27%,-29,11%,10%,2%,2,-27%,?
O=C(Cc1ccccc1)NCc1n[nH]c(=S)n1-c1ccccc1,0,-8,-4%,-4,-1%,2%,0%,1,3%,-1%
O=C(/C=C/c1cccc(Br)c1)N1CCN(c2ccccn2)CC1,5,-11,10%,4,1%,-1%,-5%,12,3%,5%
Oc1oc(-c2ccccc2)nc1C=Nc1cccc2ccccc12,0,-16,4%,-3,-8%,1%,11µM*,?,2%,-3%
Cc1ccccc1N(CC(=O)NCCc1ccccc1)C(=O)c1csnn1,-1,1,-10%,8,1%,1%,-3%,0,9%,-1%
O=S(=O)(c1cccs1)N1CCN(c2ccc(Cl)cc2)CC1,-4,-18,0%,-5,1%,1%,-6%,-1,0%,-4%

# Screening results: PubChem, National Center for Advancing Translational Sciences (NCATS)

# A portion of the library; rates above refer to the full screens.
